Bioassay records: PubChem BioAssay, several laboratories
PHOSPHO1 block: blocks human PHOSPHO1 phosphatase activity; recombinant PHOSPHO1, absorbance phosphatase assay; inhibition, % at 13.3 µM; 290,000 tested, 1.1% active; AID 1565; in the data active = inhibition above about 60%
Target sequence (Q8TCT1 whole entry, looked up): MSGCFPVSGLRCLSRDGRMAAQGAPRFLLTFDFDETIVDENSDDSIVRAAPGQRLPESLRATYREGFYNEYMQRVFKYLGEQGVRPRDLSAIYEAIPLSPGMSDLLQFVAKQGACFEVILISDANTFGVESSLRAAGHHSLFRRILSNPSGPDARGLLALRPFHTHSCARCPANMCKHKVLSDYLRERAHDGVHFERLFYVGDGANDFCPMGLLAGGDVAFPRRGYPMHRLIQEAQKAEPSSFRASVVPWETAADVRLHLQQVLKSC
p-CIP stab down: p/CIP protein destabilization. F442A p/CIP-EGFP cells, EGFP fluorescence, 16 h. Q05BA5. 290,000 tested, 0.01% active. decrease of EGFP signal, % at 10 µM;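 active = EGFP signal decrease of at least 30% at 10 µM or well 3 SD below plate mean, unless failing retest; inactive = the rest, including hits failing retest or dose response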; note: some compounds called inactive have numbers as strong as hits; many of its hits are not listed in these tables
CRFBP-R2 block: antagonists of CRF-binding protein/CRF-R2 receptor complex; HEK293 CRF-R2/CRF-BP, CRF-induced calcium fluorescence; inhibition, % at 11.8 µM; 350,000 tested, 0.59% active; AID 588475;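 active = inhibition of the ligand-induced calcium signal above about 50% at the single tested concentration, limit read from the data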
MEKK3 PB1 HTS: raises or lowers MEK5 binding to the human MEKK3 PB1 domain. AID 1529. bead-based flow cytometry, Alexa488-MEK5 binding to MEKK3; actives lie on both sides; 0 = blocked by unlabeled MEK5, 100 = vehicle. binding response (% of control), % at 10 µM. Q99759. 290,000 tested, 1.4% active;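 active = binding response more than 3 SD above or below the average of its plate-row segment, actives on both sides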;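 note: Alexa488 bead fluorescence after subtracting the streptavidin-only scavenger bead signal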
M4 PAM: CHRM4 positive allosteric modulation | P08173 | CHO-K1 hM4/Gqi5, Fluo-8 calcium fluorescence, ACh EC20; 0% = ACh EC20, 100% = maximal ACh | activation, % at 3 µM | 360,000 tested, 0.4% active | AID 624126;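 active = activation above its plate's cutoff, the mean activation of sample wells plus 3 SD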; note: some results filed as inactive read as strong as hits
Target sequence (P08173 whole entry, looked up): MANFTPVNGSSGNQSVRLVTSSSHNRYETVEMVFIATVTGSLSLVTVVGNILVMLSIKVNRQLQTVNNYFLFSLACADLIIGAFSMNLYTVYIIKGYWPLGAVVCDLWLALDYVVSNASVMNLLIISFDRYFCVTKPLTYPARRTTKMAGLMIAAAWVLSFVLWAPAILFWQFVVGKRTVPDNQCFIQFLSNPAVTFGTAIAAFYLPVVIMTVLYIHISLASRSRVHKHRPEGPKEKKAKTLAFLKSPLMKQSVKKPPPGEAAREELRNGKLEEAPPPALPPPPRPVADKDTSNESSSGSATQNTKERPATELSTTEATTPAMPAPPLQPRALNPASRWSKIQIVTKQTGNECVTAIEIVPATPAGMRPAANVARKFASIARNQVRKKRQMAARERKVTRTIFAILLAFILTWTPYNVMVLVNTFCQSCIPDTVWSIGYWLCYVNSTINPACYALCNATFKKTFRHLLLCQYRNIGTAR
IDE cell activ: boosts human insulin-degrading enzyme activity in HEK cells | P14735 | FAbeta-B cleavage, fluorescence polarization; 0% vehicle, 100% cell-free pure enzyme wells | activation, % at 5.96 µM | 340,000 tested, 0.073% active | AID 493087;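 active = activation above the mean of all tested compounds plus 3 SD, set per screening campaign, cut at about 17% in these data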
CRFR2-BP ag: CRF-BP/CRF-R2 complex agonism. HEK293 CRF-R2/CRF-BP, calcium dye fluorescence (FLIPR); percent of saturating CRF peptide response. activation, % at 13.2 µM. 350,000 tested, 0.46% active;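 active = activation of at least 50%, plus an integration ratio under a set limit after plate pattern correction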;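 note: plate controls were neutral control wells without compound for no effect and CRF at EC100 for full effect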
IDE inh: cellular human IDE inhibition | AID 434962 | 320,000 tested, 0.41% active | P14735 | inhibition, % at 5.59 µM | HEK cells, FAbetaB cleavage, fluorescence polarization;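 active = percent inhibition above the average of all tested compounds plus 3 SD, set per screening campaign, cut at about 16% in these data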;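 note: IDE supplied by intact live HEK cells; FP after avidin binding of uncleaved biotin substrate so inhibition keeps polarization high; 0% = DMSO wells and 100% = 60 µM reference IDE inhibitor Ii1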
GalR3 antag: blocks the human galanin receptor 3 | inhibition, % at 3 µM | HEK293 GalR3-CNG cAMP membrane potential fluorescence; galR3 body fused to GalR1 C-terminus | 360,000 tested, 0.44% active;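 active = inhibition above the screen-wide average plus 3 SD, cut at about 13% in these data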;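 note: forskolin and galanin both at EC90 stimulate the cells; cAMP rise reported by CNG channel membrane potential dye signal; 0% = forskolin plus galanin with DMSO and 100% = forskolin alone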
Target sequence (O60755 1-299 limits assumed): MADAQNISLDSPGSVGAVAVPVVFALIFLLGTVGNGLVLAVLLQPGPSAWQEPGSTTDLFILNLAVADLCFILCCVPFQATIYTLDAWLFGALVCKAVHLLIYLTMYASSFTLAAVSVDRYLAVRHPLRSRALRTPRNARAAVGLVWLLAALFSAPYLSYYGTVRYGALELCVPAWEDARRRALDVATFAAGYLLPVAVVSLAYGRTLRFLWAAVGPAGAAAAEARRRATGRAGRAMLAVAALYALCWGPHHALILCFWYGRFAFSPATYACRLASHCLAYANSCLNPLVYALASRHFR
* marks the source's active call; other numbers are inactive results; . = not tested or not shown.

SMILES | PHOSPHO1 block | p-CIP stab down | CRFBP-R2 block | MEKK3 PB1 HTS | M4 PAM | IDE cell activ | CRFR2-BP ag | IDE inh | GalR3 antag
CCCn1c(N)c(C(=O)CSc2n[nH]c(-c3ccc(C)cc3)n2)c(=O)[nH]c1=O | . | . | 1 | . | 11 | -3 | -2.1 | 12 | 2
Cc1noc(C)c1COc1ccccc1C(=O)NNC(=O)C(C)Oc1ccccc1F (stereo unspecified) | . | . | 14 | . | -1 | 3 | -2.1 | -2 | -2
CCNc1nc(Cl)nc(N(NC(C)=O)C(C)CC)n1 (stereo unspecified) | 11 | 6 | 3 | 100 | 10 | 7 | 2.1 | 3 | 5
COc1ccc(OC)c(NC(=O)C(=O)N/N=C/c2ccccc2[N+](=O)[O-])c1 | 18 | 9 | 2 | 109 | -1 | 0 | -2.2 | -4 | -2
O=C(C1=C(O)C(=O)N(CCN2CCOCC2)C1c1cccc([N+](=O)[O-])c1)c1cccs1 (stereo unspecified) | -5 | -1 | 0 | 104 | 1 | 3 | 0.3 | 2 | -7
Cc1ccc(N2C(=O)CC(N3CCN(S(=O)(=O)c4ccccc4)CC3)C2=O)c(C)c1 (stereo unspecified) | 46 | 2 | -14 | 100 | -2 | 0 | 0.0 | 2 | -1
O=C(O)CCC(=O)Nc1ccc(C(=O)OCC(=O)c2ccc(Cl)cc2Cl)cc1 | 20 | -6 | 19 | 100 | 3 | -2 | -2.5 | 2 | -7
O=C(CN1CCOCC1)Nc1ccc(OC(F)(F)F)cc1 | 15 | -1 | 4 | 96 | 2 | -1 | -1.0 | 4 | -12
COc1ccc(CNc2ccc(Br)cc2)cc1 | -16 | -4 | 26 | 102 | -1 | 6 | -1.6 | -4 | -3
COCCn1c(SC(C)C(=O)Nc2ccc3c(c2)OCCO3)nc2ccccc2c1=O (stereo unspecified) | 18 | -15 | 1 | 95 | 4 | -2 | -3.3 | 4 | -6
Cc1c(Cl)c(=O)oc2cc(OCC(=O)N3CCCC(C)C3)ccc12 (stereo unspecified) | . | . | 17 | . | -5 | -5 | 0.4 | 3 | -3
Cc1ccc(NC(=S)Nc2c(C)n(C)n(-c3ccccc3)c2=O)cc1Cl | 24 | -7 | 1 | 103 | -11 | -3 | -3.8 | -3 | 0
Cc1cccc(OCC(=O)N2CCCc3ccccc32)c1 | 16 | -12 | 7 | 97 | 14 | 3 | -0.4 | -3 | 0
CCCCNS(=O)(=O)NC(=O)C1=C(N2CCCC2)COC1=O | . | . | 5 | . | -2 | 0 | -2.0 | 4 | -4
CC1CCCC(NC(=S)NC(=O)c2cncc(Br)c2)C1C (stereo unspecified) | -11 | 5 | -107 | 97 | 2 | 7 | -2.0 | 0 | -2
CC(OC(=O)C1CC(O)CN1S(=O)(=O)c1ccccc1[N+](=O)[O-])C(=O)N1CCCCC1 (stereo unspecified) | -24 | -23 | 4 | 98 | 6 | -4 | -0.1 | 2 | -4
COc1cccc(/C(O)=C/C(=O)C(=O)Nc2ccc(S(=O)(=O)NC(C)=O)cc2)c1 | -10 | 10 | 12 | 90 | -3 | 1 | -2.6 | -1 | 0
Cc1ccc(C(=O)NNC2=NC(C)(C)Cc3ccccc32)cc1 | -17 | 8 | 8 | 91 | 9 | 3 | -1.0 | 6 | 0
CNS(=O)(=O)c1cccc(C(=O)OCC(=O)Nc2ccc(OC)cc2[N+](=O)[O-])c1 | -63 | 6 | -5 | 108 | -11 | 1 | -1.0 | 0 | -3
COC(=O)c1cc2sc(Cl)cc2n1CC(=O)NCC1CCCO1 (stereo unspecified) | 26 | -10 | 12 | 100 | -3 | 1 | -0.9 | 7 | 6
N/C(=N\OC(=O)c1cc(Br)ccc1Cl)c1cccnc1 | 26 | -4 | -21 | 99 | -9 | 0 | 4.1 | 0 | -3
O=C(CCN1C(=O)C2C3CCC(C3)C2C1=O)Nc1cccc(Cl)c1 (stereo unspecified) | 23 | 1 | -18 | 98 | 2 | 7 | 0.1 | 0 | 4
CC(C)Cc1nnc(NS(=O)(=O)c2ccc([N+](=O)[O-])cc2)s1 | -2 | -9 | 15 | 99 | 4 | -1 | 2.5 | -1 | 0
COc1ccc(N(CC(=O)N2CCc3ccccc32)S(=O)(=O)c2c(C)nn(C)c2C)cc1 | -9 | -18 | 4 | 101 | -2 | 8 | 0.2 | 2 | .
CC(Sc1nnc(N)s1)c1ccccc1Cl (stereo unspecified) | 31 | -6 | 20 | 101 | 6 | 3 | 0.2 | 1 | -1
CCOc1ccc(Cc2onc3c2C(=O)CCC3)cc1OCC | 37 | -54 | -10 | 101 | -5 | -2 | 0.1 | 3 | -2
COc1ccc(NC(=O)C2CC(=O)N(c3ccccc3F)C2)cc1S(=O)(=O)N1CCCCC1 (stereo unspecified) | . | . | -14 | . | 0 | . | 0.6 | . | -4
O=C(O)c1cccc(C(=O)Cc2ccccc2)c1 | -21 | 7 | 19 | 88 | 1 | -8 | 1.0 | 12 | 1
CCC(Sc1nc2ccccc2c(=O)n1CCN1CCOCC1)C(=O)NCc1cccnc1 (stereo unspecified) | 10 | -8 | -14 | 98 | 14 | 3 | -1.5 | -5 | -6
Cc1c(C(=O)NCC2CCCO2)oc2ccc(S(=O)(=O)N3CCCC3)cc12 (stereo unspecified) | 9 | 0 | 4 | 111 | 5 | 1 | 1.4 | 8 | -4
COC(=O)/C(=C\c1cccnc1)NC(=O)c1ccc(OCc2ccccc2)cc1 | 38 | -13 | -15 | 103 | -4 | 0 | -2.1 | 0 | 0
O=C(NN1CCOCC1)c1cc(-c2ccc(Br)cc2)nc2ccccc12 | -16 | -6 | -28 | 95 | 4 | -2 | -0.3 | 0 | -10
S=C(Nc1ccc(Cl)cc1)NC1CC2CCCC(C1)N2C1CCCC1 (stereo unspecified) | -22 | 1 | -29 | 90 | 4 | -1 | 22 | 3 | -11
Cc1ccc(-c2csc3nc(-c4ccncc4)[nH]c(=O)c23)cc1 | 50 | -10 | -2 | 104 | -6 | 11 | 9.6 | -4 | -7
C/C=C/C(=O)OCC(=O)Nc1ccccc1Br | 16 | -3 | 8 | 103 | 3 | 1 | -2.1 | 2 | -4
O=C1NCCN1CCNS(=O)(=O)c1ccc(F)c(Cl)c1 | 8 | 4 | -1 | 98 | -4 | 2 | 3.6 | -1 | -5
O=C(C1CCCN(S(=O)(=O)c2cccc3cccnc23)C1)N1CCN(c2ccccc2F)CC1 (stereo unspecified) | 24 | -16 | 3 | 100 | -9 | -2 | 0.1 | -2 | -2
CS(=O)(=O)N(CC(=O)NCc1ccccc1)Cc1ccc(Cl)cc1 | -12 | -10 | 12 | 102 | 7 | 6 | 4.4 | 9 | -6
O=C(Nc1ccc2c(c1)OCCO2)C(=S)NCc1ccccc1 | 28 | -13 | -5 | 111 | -2 | 2 | -0.4 | 12 | 0
Cc1ccc(-c2cc(C(=O)Nc3cnn(C(C)C)c3)no2)cc1 | 0 | 6 | -24 | 102 | -4 | -10 | 0.2 | 6 | -1
Cc1cccc2cc(CN(CC3CCCO3)C(c3nnnn3Cc3ccco3)C(C)C)c(=O)[nH]c12 (stereo unspecified) | 29 | -11 | -3 | . | 1 | -4 | 0.5 | -4 | -4
COc1cc(C(=O)N(CCN(C)C)CC2CCCN(Cc3ccccc3F)C2)ccc1C (stereo unspecified) | . | 7 | -2 | 101 | -2 | 1 | 11 | 0 | -3
CCOc1ncccc1C(=O)N1CCN(S(=O)(=O)c2ccccc2)CC1 | 32 | 3 | -5 | 99 | -3 | -1 | 1.7 | 3 | -2
CCCCCn1c(=S)[nH]c2ncccc2c1=O | 5 | 2 | -13 | . | 6 | 4 | 0.1 | 5 | -2
O=C(Nc1ccc(N2CCN(C(=O)c3ccccc3)CC2)c(Cl)c1)c1cccnc1 | -11 | -12 | -4 | 99 | -8 | 4 | -1.4 | -2 | -2

Compound profiles, as listed above. Values in the order: PHOSPHO1 block | p-CIP stab down | CRFBP-R2 block | MEKK3 PB1 HTS | M4 PAM | IDE cell activ | CRFR2-BP ag | IDE inh | GalR3 antag
CCOc1ncccc1C(=O)N1CCN(S(=O)(=O)c2ccccc2)CC1 across the screens: 32 | 3 | -5 | 99 | -3 | -1 | 1.7 | 3 | -2
O=C1NCCN1CCNS(=O)(=O)c1ccc(F)c(Cl)c1 across the screens: 8 | 4 | -1 | 98 | -4 | 2 | 3.6 | -1 | -5
Cc1cccc2cc(CN(CC3CCCO3)C(c3nnnn3Cc3ccco3)C(C)C)c(=O)[nH]c12 (stereo unspecified) across the screens: 29 | -11 | -3 | . | 1 | -4 | 0.5 | -4 | -4
COc1cc(C(=O)N(CCN(C)C)CC2CCCN(Cc3ccccc3F)C2)ccc1C (stereo unspecified) across the screens: . | 7 | -2 | 101 | -2 | 1 | 11 | 0 | -3

(continued)
SMILES | PHOSPHO1 block | p-CIP stab down | CRFBP-R2 block | MEKK3 PB1 HTS | M4 PAM | IDE cell activ | CRFR2-BP ag | IDE inh | GalR3 antag
COCCCNS(=O)(=O)c1ccc(Cl)c(C(F)(F)F)c1 | 40 | 2 | 0 | 61 | -9 | 1 | 1.2 | 7 | -2
COc1ccc2nc(C)cc(NCc3cccc(C(F)(F)F)c3)c2c1 | 24 | 4 | -33 | 104 | -10 | 0 | 1.1 | 1 | -15
Cc1ccc2nc(-c3cccnc3)c(Nc3ccccc3C)n2c1 | -25 | 8 | -12 | 113 | -4 | 1 | -4.4 | -1 | 2
COc1cccc(NC(=S)N(CCCN2CCCC2)Cc2ccco2)c1 | 1 | -1 | -6 | 86 | -6 | 1 | 0.2 | -1 | 21*
CCCc1cc(-n2cnc3ccccc32)n2c(nc3ccccc32)c1C#N | 0 | -2 | 32 | 98 | 3 | 0 | 4.8 | 4 | -4
CCOC(=O)N1CCC(NS(=O)(=O)c2ccc(C)cc2)CC1 | -14 | -8 | 12 | 101 | -4 | . | -1.6 | 7 | -7
CCN(CC)C(=O)N1CCc2ccccc21 | 25 | -5 | 15 | 102 | -2 | 1 | -2.9 | -1 | -6
CCC(=NNS(=O)(=O)c1ccc(C)cc1)c1ccc(OC)c(C)c1 | . | . | 14 | . | 7 | . | 0.0 | . | -5
O=C1C=C(Nc2ccc(Cl)cc2)C(=O)N1c1ccc(Cl)cc1 | 4 | 2 | 2 | 98 | 3 | 1 | 5.7 | 3 | 0
Cc1ccc(-n2ncc3c(NCCCOC(C)C)ncnc32)c(C)c1 | . | . | 32 | 112 | -1 | 6 | -0.6 | 4 | 0
CCc1ccccc1Nc1ccc(C(=O)O)cc1N | -2 | 10 | -7 | 111 | 20 | -4 | 2.6 | 2 | 0
O=C(Nc1ccc(-n2cc(Br)cn2)cc1)c1ccncc1 | 36 | -3 | 10 | 105 | 0 | 0 | -0.3 | 2 | -10
Cc1c(C(=O)N2c3ccccc3CC2C)oc2ccccc12 (stereo unspecified) | 18 | 5 | 1 | 105 | -4 | -1 | -1.4 | 6 | -5
COc1nc(N2CCOCC2)nc(C)c1[N+](=O)[O-] | 10 | 3 | 1 | 96 | -1 | 3 | 0.5 | 0 | -2
O=C(Nc1cccnc1Cl)c1ccc(=O)oc1 | -6 | -2 | 6 | 106 | 6 | -4 | 1.3 | 1 | -4
Cn1c(=O)cc(OCC(=O)N2CCN(c3ccccc3F)CC2)c2ccccc21 | 34 | -1 | -5 | 103 | -2 | -2 | 0.6 | 2 | -3
Nc1ccc(C(=O)c2cccs2)cc1[N+](=O)[O-] | 40 | -14 | -4 | 102 | -5 | 4 | 2.5 | -8 | -7
CCOC(=O)CCCNC(=O)CSc1nc2ccc(OCC)cc2[nH]1 | -2 | 9 | 8 | 97 | 3 | -1 | -2.3 | 2 | 0
